Bioassay records as filed in PubChem.
ATG4B inhibitor = blocks human ATG4B protease cleavage of LC3 substrate. Q9Y4P1. ATG4B cleavage of LC3-PLA2, NBD-HPC fluorescence, 1 h. inhibition, % at 8.33 µM. 0.51% of 340,000 active; in the data active = inhibition above about 40%
Target sequence (Q9Y4P1 whole entry, looked up): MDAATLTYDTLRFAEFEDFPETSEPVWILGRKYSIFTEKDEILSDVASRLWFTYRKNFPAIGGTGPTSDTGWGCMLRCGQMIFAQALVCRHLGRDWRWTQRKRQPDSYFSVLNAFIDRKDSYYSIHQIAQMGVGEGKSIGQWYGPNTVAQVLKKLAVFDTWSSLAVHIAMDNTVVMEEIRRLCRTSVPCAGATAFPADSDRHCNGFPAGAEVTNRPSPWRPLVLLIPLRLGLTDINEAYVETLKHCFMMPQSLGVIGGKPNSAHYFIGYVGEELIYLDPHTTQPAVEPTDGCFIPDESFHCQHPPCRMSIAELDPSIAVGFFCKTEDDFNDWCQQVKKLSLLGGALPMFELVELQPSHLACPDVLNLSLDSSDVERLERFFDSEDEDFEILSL
SENP6 inh = SENP6 protease inhibition | Q9GZR1 | Recombinant SENP6 catalytic domain, aminoluciferin luminescence | inhibition, % at 10 µM | 1.8% of 330,000 active | AID 2599;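 active = inhibition above about 50% at the single tested dose, limit read from the data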;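 note: plate controls were DMSO wells with enzyme for no effect and DMSO wells lacking enzyme for full effect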
MPTP inh = blocks calcium-induced mitochondrial swelling; isolated mouse mitochondria, Ca2+ swelling absorbance, 30 min; inhibition, % at 10 µM; 1.4% of 360,000 active; AID 602449;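 active = inhibition of 50% or more, scaled per plate between neutral and stimulator controls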;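 note: 0% = DMSO wells given calcium and 100% = 1 mM EGTA wells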
PfG6PD inh = PfG6PD (Plasmodium falciparum) enzyme inhibition; 0.78% of 350,000 active; PfGluPho enzyme, NADPH resazurin-diaphorase fluorescence; inhibition, % at 20 µM;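 active = inhibition reaching at least a set limit at 20 µM in the primary screen, cut at about 59% in these data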;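 note: 0% = DMSO wells with substrate and 100% = DMSO wells lacking glucose-6-phosphate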
GRIN3A LBD mod = modulators (binders) of human NR3A ligand-binding domain. NR3A LBD differential scanning fluorimetry, Tm shift; 0% = protein alone, 100% = glycine-bound protein. Tm shift relative to glycine control, % at 25 µM. 2.5% of 340,000 active;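 active = melting temperature shift of at least 10% of the positive control shift, at one fixed dose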
SENP1 inh = SENP1 (human) catalytic domain inhibition; Q9P0U3; recombinant SENP1 catalytic domain, CyPet-SUMO1-YPet FRET cleavage; inhibition, % at 10 µM; 0.21% of 360,000 active; AID 624204;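 active = inhibition at least 30% at 10 µM, raw YFP signal under a set limit, fluorescence ratio 0.5 to 1.5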;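 note: 0% = enzyme with DMSO and 100% = no enzyme wells; some results filed as inactive read as strong as hits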
Target sequence (Q9P0U3 419-644 limits assumed): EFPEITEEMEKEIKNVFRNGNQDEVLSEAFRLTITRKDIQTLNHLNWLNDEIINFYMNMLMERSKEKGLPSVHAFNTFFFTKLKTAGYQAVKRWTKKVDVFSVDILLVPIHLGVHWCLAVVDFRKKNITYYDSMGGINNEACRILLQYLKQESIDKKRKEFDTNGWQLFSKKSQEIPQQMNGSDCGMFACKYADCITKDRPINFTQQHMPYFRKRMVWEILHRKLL
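Controls: no-enzyme wells low, DMSO-plus-enzyme wells high control. Test system: human recombinant His6-tagged SENP1 catalytic domain enzyme. Reagent: SFCypet-SUMO1-SFYpet FRET protein substrate, 25 nM final. Doses: one dose per compound, 10 µM, 0.5% DMSO. Detection: FRET, CFP and YFP emission. Timing: 50 min reaction at room temperature.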
hIAP activ = human IAP activation. purified human IAP, CDP-Star luminescence, 30 min; stronger effect = higher value; 1 = vehicle-only enzyme, 0 = enzyme-free background. 0.16% of 330,000 active. AID 2524. P09923. activation factor at 10 µM;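 active = activation factor of the enzyme at least 2-fold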; note: the source names both 10 and 20 µM as test concentration; values of inactives mirror those of a sister screen read the other way
SENP8 block = inhibitors of human SENP8 protease. recombinant SENP8, Nedd8 substrate fluorescence. AID 602440. 0.64% of 360,000 active. inhibition, % at 20 µM. Q96LD8; in the data active = inhibition mostly above about 40%, no sharp cut-off; inactive = mostly below about 27%
Target sequence (Q96LD8 whole entry, looked up): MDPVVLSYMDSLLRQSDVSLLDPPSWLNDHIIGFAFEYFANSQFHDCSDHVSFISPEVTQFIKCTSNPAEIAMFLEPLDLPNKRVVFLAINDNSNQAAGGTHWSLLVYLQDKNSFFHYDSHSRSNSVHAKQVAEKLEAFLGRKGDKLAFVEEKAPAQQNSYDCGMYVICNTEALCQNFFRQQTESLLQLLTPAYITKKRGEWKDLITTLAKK
An asterisk follows results filed as active; / = no result given.

SMILES	ATG4B inhibitor	SENP6 inh	MPTP inh	PfG6PD inh	GRIN3A LBD mod	SENP1 inh	hIAP activ	SENP8 block
CCOc1cc(N2CCOCC2)c(OCC)cc1NC(=O)COC(=O)c1ccc(OC)c([N+](=O)[O-])c1	-6	/	0.0	8	2	1	/	3
CCCNC(=O)c1ccc(-c2nn(C)c(=O)c3ccccc23)cc1	6	-6	0.7	-14	0	-1	0.82	11
CC(C)Nc1nc(Cl)nc(N(C#N)CN2C(=O)c3ccccc3S2(=O)=O)n1	6	-8	1.9	-3	-2	1	1	16
Cc1c(C(=O)NNC(=O)c2csc(N3CCOCC3)n2)oc2ccc(Br)cc12	/	/	-1.5	-27	/	-6	/	-12
COc1ccc(-c2cc3nc(-c4ccccc4)cc(N4CCC5(CC4)OCCO5)n3n2)cc1	-1	8	1.1	-4	-27	-28	0.97	-287
Cc1ccc(NC2CC(=O)N(Cc3ccccc3)C2=O)cc1 (configuration not stated)	-4	1	-1.2	-8	0	1	0.91	15
Fc1ccc(-c2csc(-c3ccc(C4SCCS4)cc3)n2)cc1F	2	-10	-0.8	3	1	1	0.92	-45
COc1cc(CN2CCC(CCC(=O)NC3CC3)CC2)cc(Cl)c1OC	22	1	3.9	-2	1	-2	0.86	26
CN(CC(=O)Nc1ccccc1C(F)(F)F)C(=O)Cc1ccc(S(=O)(=O)N2CCOCC2)s1	-1	-3	-2.4	-6	4	2	0.94	6
NS(=O)(=O)c1ccc(NC(=O)COC(=O)c2cc3ccccc3cc2O)cc1	-10	9	3.6	14	1	6	1	-111
CCOC(CNC(=O)CN1C(=O)COc2ccc(S(=O)(=O)N3CCOCC3)cc21)OCC	-1	11	-1.7	-11	1	2	1	16
COc1ccc(-c2nc(Cn3c(SCc4cccc(F)c4)nc4ccncc43)c(C)o2)cc1OC	10	-14	-1.2	8	-28	0	0.95	3
O=C(NC(NC(=S)Nc1cc(Cl)ccc1Cl)C(Cl)(Cl)Cl)c1ccco1 (configuration not stated)	14	-17	82*	9	14*	4	0.81	11
O=C(NCCCn1ccnc1)c1cccc(S(=O)(=O)N2CCCCCC2)c1	-4	-8	-1.6	-19	0	-1	1	30
CC1CCCN(CCCNC(=O)c2cc3c(s2)-c2ccccc2OC3)C1 (configuration not stated)	-3	-11	0.4	19	-1	-14	1.1	-486
CSc1ccccc1NC(=O)CN(C)C(=O)c1ccc2c(c1)OCCO2	1	10	-0.6	-2	-2	-1	1.2	5
Cn1c(=O)c(C(=O)COc2ccc(F)cc2Cl)c(N)n(Cc2ccccc2)c1=O	2	-57	0.1	9	-13	-19	1.1	-16
CCOc1ccccc1OCCC(=O)OCC(=O)c1ccc[nH]1	-3	-10	-1.5	8	1	-3	0.96	6
COC1=C(Nc2ccc(OC)cc2)C(=O)c2ccccc2C1=O	7	16	5.7	-53	10	0	1.2	-30
CCn1c(C)[n+](CC)c2ccc(C(=O)N(C)c3ccccc3)cc21	0	-2	-1.1	11	-2	3	0.91	11
S=c1[nH]c(-c2ccccc2)cn1/N=C/c1cccnc1	-7	-52	0.8	58	-4	1	0.97	23
CCN1CCN(CCCN(Cc2ccco2)C(=S)Nc2ccc(C)c(Cl)c2)CC1	-2	7	-1.0	6	-2	0	0.93	11
Cc1cccc(N2CCN(S(=O)(=O)c3c(C)noc3/C=C/N(C)C)CC2)c1C	-3	-6	-1.2	7	2	2	0.97	12
COc1ccc(CNC(=O)C2(CC3CC(c4ccccc4)=NO3)CCNCC2)cc1 (configuration not stated)	1	-5	-1.4	14	1	1	0.91	12
Cc1cc(C)c(S(=O)(=O)N(CC(=O)N2CCCC2)C2CCCCC2)c(C)c1	-11	-2	-0.7	6	-3	3	0.91	8
O=C(Cn1cccn1)N1CCCC(N2CCN(c3ccccc3F)CC2)C1 (configuration not stated)	-2	-3	-0.7	-3	0	-1	1.1	10
O=C1C=CC(=O)N1c1ccc2c(c1)Cc1cc(F)ccc1-2	-6	/	-0.5	84*	2	-2	/	-31
Cc1ccn2cc(C(=O)NCc3ccco3)nc2c1	5	3	-0.4	1	-1	-1	1.1	-17
COC(=O)COc1ccc2c(=O)c(Oc3ccccc3Br)coc2c1	-1	-23	-0.5	-13	18*	0	1.1	22
O=C(COc1ccc([N+](=O)[O-])cc1)Nc1ccccc1N1CCCC1	10	-9	2.9	15	-2	-2	1	10
CC1(C)CCCC2=C1CC1C(=O)N(Cc3cccnc3)C(=O)C1C2 (configuration not stated)	-3	-4	2.2	-9	-2	0	0.94	-2
O=C(Nc1ccccc1)O/N=C1\CCCCC1c1ccc([N+](=O)[O-])cc1[N+](=O)[O-] (configuration not stated)	-7	2	-2.1	8	-3	1	1.1	24
CCOC(=O)Cn1nnnc1C	-9	-24	1.3	-9	1	2	1	23
O=C(Cc1ccc(S(=O)(=O)N2CCOCC2)s1)N1CCN(c2cccc(C(F)(F)F)c2)CC1	-4	5	-0.2	3	-1	-19	0.85	2
Cc1ccc(S(=O)(=O)N(C)c2ccc(C(=O)N3CCc4ccccc4C3)cc2)cc1	30	-13	0.5	13	-1	-2	1.1	7
COCCOC(=O)C1=C(C)NC(=O)CC1c1cc2c(cc1Br)OCO2 (configuration not stated)	1	8	0.6	-1	-1	1	0.9	16
O=c1[nH]c(C2CCCN(S(=O)(=O)c3ccccc3F)C2)nc2c1nnn2Cc1ccccc1Cl (configuration not stated)	-7	-21	2.1	-27	-8	-2	0.82	9
O=C(Nc1cccc(C(F)(F)F)c1)C(=O)N1CCCCC1	0	2	-1.4	-10	-2	3	0.97	-1
O=C(CSc1nnc(NC(=O)c2ccc(F)cc2)s1)NC1CC1	-3	14	-2.8	30	0	1	1.1	-4
O=C(NC1CCCC1)C(c1ccncc1)N(C(=O)c1csnn1)c1ccccc1F (configuration not stated)	1	-7	-3.3	5	1	-4	0.87	-4
CCOC(=O)N1CCN(C(=O)CCc2ccc(S(=O)(=O)NCCc3ccccc3)cc2)CC1	-5	-1	-0.5	-3	-1	0	0.99	12
COCn1ccnc1C(=O)c1ccco1	/	/	0.3	-12	/	0	/	17
O=C1c2oc3ccccc3c(=O)c2C(c2cccnc2)N1Cc1ccco1 (configuration not stated)	-2	8	-0.6	1	-1	1	1.1	16
Cc1c(Br)c(=O)oc2c(Br)c(O)c(O)cc12	16	/	1.2	-15	-5	-28	/	-431
COc1ccc(-c2ccccc2)cc1NC(=O)c1cccs1	-6	0	-0.2	14	-4	1	1	2
CCN(CC(=O)NCc1cccs1)C(=O)c1ccc(S(=O)(=O)Nc2ccccc2C)cc1	-14	-7	-0.5	-1	3	0	1.1	3
CC(c1ccccc1)n1c(CCCO)nc2ccccc21 (configuration not stated)	-7	5	-1.7	4	1	1	0.83	7
O=C(NCCS(=O)(=O)NCc1ccccc1Cl)c1ccccc1	-1	-3	-0.5	-1	1	0	1	16
O=C(Nc1nnc(COc2ccc(F)cc2)s1)c1ccco1	-10	-16	7.2	-27	2	-1	1.1	0
CCOc1ccc(-n2ccnc2SCC(=O)Nc2nnc(C)s2)cc1	-7	-6	2.2	-26	2	2	0.86	-2
Continued:
SMILES	ATG4B inhibitor	SENP6 inh	MPTP inh	PfG6PD inh	GRIN3A LBD mod	SENP1 inh	hIAP activ	SENP8 block
COC(=O)CN1C(=O)[C@H]2[C@@H](/C=C/c3ccccc3)N3C(=O)CN(Cc4ccccn4)C(=O)[C@@]3(Cc3ccccc3)[C@H]2C1=O	0	6	/	-13	-1	/	1	/
CCOC(=O)c1c(NC(=O)CN2C(=O)CN(C)C2=O)sc(C)c1C	-9	8	-0.1	4	-2	-6	0.98	-13
CC1(C)CC(=O)N(c2cccc(Cl)c2)C(=O)C1	-3	3	0.9	3	-1	1	0.86	18
O=C(C1CCC(=O)N(C2CCCCCC2)C1)N1CCN(c2ccccc2Cl)CC1 (configuration not stated)	18	-9	-0.3	7	1	-4	1.3	10
Cc1ccc(NC(=O)CCNC(=O)N2CC(=O)Nc3ccccc32)cc1Cl	/	/	0.1	6	/	-1	/	15
COc1ccc(OC)c(S(=O)(=O)N2CCN3CCCC3C2)c1 (configuration not stated)	6	12	2.0	-5	1	-8	0.9	7
CCOC(=O)C1(C)NC(c2ccccc2F)C2C(=O)N(c3cccc(C(C)=O)c3)C(=O)C21 (configuration not stated)	5	-2	-1.1	0	-1	3	1.1	13
C=CCNc1cnn(-c2ccc(C)cc2)c(=O)c1Cl	-6	-4	-3.8	-14	3	0	1.3	24
Cc1cc(-n2cnc(-c3cn[nH]c3C)n2)no1	5	-18	-0.1	-3	1	2	0.93	19
CCCc1[nH]n(-c2nc3ccccc3s2)c(=O)c1C=NCC1CCCO1 (configuration not stated)	-9	9	-0.1	20	-3	0	1.1	11
CC(=O)Nc1ccc(C2CC(c3ccc(Cl)cc3)=NN2c2ccccc2)cc1 (configuration not stated)	3	-26	1.1	16	15*	-26	1.2	-299
CCN(c1ccccc1)S(=O)(=O)c1ccc(C(=O)NCCc2ccc(S(N)(=O)=O)cc2)cc1	-3	7	0.2	3	-5	1	0.98	1
Cc1ccccc1OCCC(=O)OCC(=O)NC1CCS(=O)(=O)C1 (configuration not stated)	-4	-3	0.9	6	2	1	0.94	0
NS(=O)(=O)c1ccc(NC(=O)CN2CCN(Cc3ccccc3)CC2)cc1	-8	-11	-4.6	-18	0	-3	1.1	7
CN(C)C=NC(=O)/C(C#N)=C1\CCc2ccccc2N1	9	13	-0.1	7	-1	-36	1.1	-88
CNC(=O)C(=O)N1CCC2(CC1)OCCN2S(=O)(=O)c1ccc(C)cc1	-10	-6	-1.9	2	1	-1	0.99	9
CCC(CC)c1nnc(NC(=O)c2nc3nc(C)cc(C)n3n2)s1	-7	-20	-5.0	-17	2	0	1.1	6
Fc1ccccc1NC(=S)NCCc1cccc(Cl)c1	17	-17	3.8	24	-12	-1	1.2	2
Cc1sc2nc(CN(C(=O)NC3CCCCC3)C3CCCCC3)[nH]c(=O)c2c1C	6	-44	3.7	12	1	-20	1.1	-20
Cc1ccc2nc(NC(=O)C3CCN(S(=O)(=O)c4cc([N+](=O)[O-])ccc4Cl)CC3)sc2c1	-2	-8	97*	9	5	1	1	6
COc1cc(NC(=O)CN2CCN(C(=O)c3ccco3)CC2)c(C)cc1[N+](=O)[O-]	/	/	-1.4	3	/	1	/	8
CCN1CCN(C(=O)c2ccc(C)c(S(=O)(=O)Nc3cccc(C)c3)c2)CC1	5	-20	-0.3	7	1	2	1.2	1
N#CC(C(=O)OC1CCCCC1)c1nc2ccccc2nc1N1CCOCC1 (configuration not stated)	-7	-15	0.9	2	-4	-28	0.95	11
CC(C)N(C(=O)[C@H]1C[C@H](CC(=O)NCc2cccc(C(F)(F)F)c2)C(=O)N2CCc3c([nH]c4cc(-c5ccco5)ccc34)[C@]12C)C(C)C	2	/	-2.1	35	2	-16	/	-368
O=C(Nc1ccc(N2CCOCC2)c(Cl)c1)c1cccc(F)c1	4	37	-1.2	46	12*	2	1.4	21
Cn1ncc(Cl)c1C(=O)N/N=C/c1cccc(OC2CSC2)c1	4	16	-2.2	109*	-1	4	0.97	17

Four compounds already listed, ordered by count of non-hydrogen atoms, rising.
SMILES	ATG4B inhibitor	SENP6 inh	MPTP inh	PfG6PD inh	GRIN3A LBD mod	SENP1 inh	hIAP activ	SENP8 block
O=C(Nc1ccc(N2CCOCC2)c(Cl)c1)c1cccc(F)c1	4	37	-1.2	46	12*	2	1.4	21
N#CC(C(=O)OC1CCCCC1)c1nc2ccccc2nc1N1CCOCC1 (configuration not stated)	-7	-15	0.9	2	-4	-28	0.95	11
Cc1ccc2nc(NC(=O)C3CCN(S(=O)(=O)c4cc([N+](=O)[O-])ccc4Cl)CC3)sc2c1	-2	-8	97*	9	5	1	1	6
CC(C)N(C(=O)[C@H]1C[C@H](CC(=O)NCc2cccc(C(F)(F)F)c2)C(=O)N2CCc3c([nH]c4cc(-c5ccco5)ccc34)[C@]12C)C(C)C	2	/	-2.1	35	2	-16	/	-368
